GCN5L2 inh: inhibitors of human GCN5L2 histone acetyltransferase. Q92830. GCN5L2 HAT assay, ThioGlo1 CoA-SH fluorescence. Potency, µM (highest dose often 58.9 µM), inactives show at the highest dose activity change, negative = inhibition, usual class: inhibitors. 0.21% of 390,000 active
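Fluorescence readout, Ex340nm/Em540nm: ThioGlo1 (50uM final) reacts with free CoA thiol released as 20nM GCN5L2 acetylates H3(1-25) peptide (75uM) using acetyl-CoA (70uM). Compound and enzyme sat 15 min beforehand; 20 min room-temperature reaction.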
DT40 TDP1 no CPT: qHTS for Inhibitors of human tyrosyl-DNA phosphodiesterase 1 (TDP1): qHTS in cells in absence of CPT. Potency, µM (top dose mostly 46.2 µM), without a hit: at the highest dose activity change, negative = growth inhibition, usual class: inhibitors. 15% of 420,000 active. DT40 Tdp1-/- hTDP1 cells, no CPT, ATP luminescence, 48 h. AID 686978, 2013; note: nearly all actives have a fitted effect of over 55% in size
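Readout: luminescence from CellTiter-Glo after 30 min in the dark at RT. Cells: DT40 Tdp1-/- with stable hTDP1, 400/well. Exposure: compounds alone, ≥48 hr, 37 °C.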
TDP1 inh: TDP1 (human) enzyme inhibition. Q9NUW8. recombinant TDP1, AlphaScreen DNA substrate cleavage. Potency, µM (series often up to 130 µM), inactives show at the highest dose activity change, negative = inhibition, actives largely listed as inhibitors. 0.28% of 350,000 active. AID 485290; note: nearly all actives have a fitted effect of over 40% in size
Target sequence (Q9NUW8 whole entry, looked up): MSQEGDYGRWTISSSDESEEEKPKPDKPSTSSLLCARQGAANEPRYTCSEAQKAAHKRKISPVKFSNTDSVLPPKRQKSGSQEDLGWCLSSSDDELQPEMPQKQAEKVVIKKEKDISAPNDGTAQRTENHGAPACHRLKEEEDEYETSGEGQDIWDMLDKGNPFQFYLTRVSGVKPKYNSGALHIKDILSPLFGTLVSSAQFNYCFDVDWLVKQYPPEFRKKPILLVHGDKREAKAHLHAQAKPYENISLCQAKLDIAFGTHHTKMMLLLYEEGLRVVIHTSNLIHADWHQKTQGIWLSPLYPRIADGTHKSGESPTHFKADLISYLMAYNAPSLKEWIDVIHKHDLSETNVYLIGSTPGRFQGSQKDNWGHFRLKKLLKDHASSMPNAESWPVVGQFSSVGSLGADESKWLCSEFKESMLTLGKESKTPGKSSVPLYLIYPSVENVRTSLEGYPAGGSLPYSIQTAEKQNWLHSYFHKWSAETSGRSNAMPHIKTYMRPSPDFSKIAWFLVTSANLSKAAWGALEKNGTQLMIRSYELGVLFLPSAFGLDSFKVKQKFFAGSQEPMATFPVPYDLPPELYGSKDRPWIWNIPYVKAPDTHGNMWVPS
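Here, a 5' biotin and 3' phosphotyrosine-FITC DNA oligonucleotide reports Tdp1 activity: intact substrate bridges AlphaScreen beads, while cleavage leaves a 3' phosphate and drops signal. All incubations at room temperature.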
Numbers without * were called inactive; ? = inconclusive; / = not tested or not shown; & = joins results of further samples; [ ] = dose if it differs, or a comment. Calls come from the whole dose curve; as a rule, active = well fitted curve in the direction sought with a large enough effect; inconclusive = small, poorly fitted or top-dose-only effect, or another doubt; inactive = no such curve, though single readings can be large; an effect the other way counts as inactive or inconclusive. % is set by controls: 0 for no effect and ±100 for the full control effect; potency is the fitted concentration of half-maximal effect. An excerpt; the hit share may differ from the screen's.

SMILES	GCN5L2 inh	DT40 TDP1 no CPT	TDP1 inh
COc1ccccc1N1CCN(/N=C/c2c(C)nn(-c3ccccc3)c2C)CC1	-27%	?	11%
O=C(Cc1cccc2ccccc12)NCCC1=CCCCC1	-4%	29µM*	-2%
COc1ccc(OC)c2c(C)cc(N3CCCCCC3)nc12	-4%	9.2µM*	/
Cc1cc(C)n2nc(C(=O)OCC(=O)N(C)Cc3ccccc3)nc2n1	-26%	-1%	0%
CCSc1nnc(-c2cc(Br)ccc2NC(C)=O)c(=O)[nH]1	-27%	15%	/
Cc1cc(C)n(-c2nc3c(c(=O)n(C)c(=O)n3C)n2CCO)n1	-5%	3%	4%
CCN1C(=O)[C@@H]2[C@H](C1=O)[C@@H]1C(=O)Nc3ccccc3C(=O)N1[C@@H]2c1cccc(OC)c1	-13%	8%	/
COc1ccc(CCNC(=O)c2ccc(OCC(=O)N3CCOCC3)c(OC)c2)cc1OC	-3%	-28%	0%
COc1cccc(NC(=O)CN2CCN(S(=O)(=O)c3ccc(F)cc3)CC2)c1	-12%	-16%	0%
O=C(CCCn1c(=O)c2sccc2n(CC(=O)NCC2CCCO2)c1=O)NCc1ccco1 (centres undefined)	-3%	-3%	2%
COc1ccc(OCC(=O)N(C)CC2COc3ccccc3O2)cc1 (centres undefined)	-3%	?	0%
CCOC(=O)C1C(=O)OC(C)(C)C1C(C)C(=O)c1ccc(OC)cc1 (centres undefined)	-26%	-15%	9%
CN1CCC(=O)N([C@H](CN=[N+]=[N-])c2ccccc2)CC1	-6%	3%&-6%	/
O=S(=O)(NCC(c1ccco1)N1CCOCC1)c1ccc(F)cc1 (centres undefined)	-4%	-10%	5%
CCc1nnc(NC(=O)CSc2nnc(Cc3ccccc3)n2-c2ccc(OC)cc2)s1	-5%	0%	4%

Given with two lines to a compound: entries from further up
Every second line gives: GCN5L2 inh	DT40 TDP1 no CPT	TDP1 inh
- CCN1C(=O)[C@@H]2[C@H](C1=O)[C@@H]1C(=O)Nc3ccccc3C(=O)N1[C@@H]2c1cccc(OC)c1
 : -13%	8%	/
- COc1ccc(CCNC(=O)c2ccc(OCC(=O)N3CCOCC3)c(OC)c2)cc1OC
 : -3%	-28%	0%
- COc1cccc(NC(=O)CN2CCN(S(=O)(=O)c3ccc(F)cc3)CC2)c1
 : -12%	-16%	0%

(listing goes on)
SMILES	GCN5L2 inh	DT40 TDP1 no CPT	TDP1 inh
COc1cc(/C=C2\SC(=S)N(Nc3ncc(C(F)(F)F)cc3Cl)C2=O)ccc1O	-1%	?	9%
O=S(=O)(Cc1ccccc1)Nc1ccccc1	-2%	4%	/
CC(C)CC(=O)NC1(C(F)(F)F)C(=O)Nc2c1c(=O)[nH]c(=O)n2-c1ccccc1 (centres undefined)	2%	/	0%
CCCCCCOc1ccc(N2C(=O)CC(N3CCN(CCN=CC4C(=O)CC(C)(C)CC4=O)CC3)C2=O)cc1 (centres undefined)	0%	23µM*	5%
CC(=O)c1c(C)[nH]c(C(=O)CN(C)CC(=O)Nc2ccccc2Cl)c1C	-6%	21µM*	3%
COc1ccc(C(=O)CCC(=O)Nc2cccc(C(C)=O)c2)cc1	-6%	-2%	0%
CC(=O)N1CCc2cc(S(=O)(=O)CCC(=O)N(C)Cc3ccco3)ccc21	-5%	2%	7%
CCc1nn(-c2ccccc2)c(=S)c2ccccc12	0%	?	8%
CCN(CC(=O)NCc1cccs1)C(=O)c1ccc(S(=O)(=O)Nc2cccc(C)c2C)cc1	-8%	?	3%
CC(=O)Nc1ccc2c(c1)C(=O)N(C1CCCCC1)C2=O	-25%	-7%	7%
COc1ccc(NC(=S)N2CCN(c3ncccn3)CC2)cc1	-1%	-18%	0%
COc1cccc(/C=N/NC(=O)c2cc3cc([N+](=O)[O-])ccc3s2)c1O	?	0.46µM*	1%
O=C(NCc1ccccc1)NCC12CC3CC(CC(C3)C1)C2	-10%	?	0%
COc1cccc(C(C(=O)NC(C)(C)C)N(C(=O)CCC(=O)Nc2cc(C)on2)C(C)C)c1OC (centres undefined)	3%	-15%	10%
CN1CCN(C2=CC(=O)OC23CCCCC3)CC1	-2%	12%	-5%

5 compounds drawn at random from those above, as already listed:
SMILES	GCN5L2 inh	DT40 TDP1 no CPT	TDP1 inh
COc1cc(/C=C2\SC(=S)N(Nc3ncc(C(F)(F)F)cc3Cl)C2=O)ccc1O	-1%	?	9%
CN1CCN(C2=CC(=O)OC23CCCCC3)CC1	-2%	12%	-5%
COc1ccc(C(=O)CCC(=O)Nc2cccc(C(C)=O)c2)cc1	-6%	-2%	0%
CCN(CC(=O)NCc1cccs1)C(=O)c1ccc(S(=O)(=O)Nc2cccc(C)c2C)cc1	-8%	?	3%
CCc1nn(-c2ccccc2)c(=S)c2ccccc12	0%	?	8%

Only GCN5L2 inh and TDP1 inh, for some of the entries so far:
molecule | GCN5L2 inh | TDP1 inh
COc1ccc(OC)c2c(C)cc(N3CCCCCC3)nc12 | -4% | /
Cc1cc(C)n2nc(C(=O)OCC(=O)N(C)Cc3ccccc3)nc2n1 | -26% | 0%

Remaining list, next part
SMILES	GCN5L2 inh	DT40 TDP1 no CPT	TDP1 inh
Cc1ccccc1CC1(CO)CCCN(C(=O)CCC(=O)c2ccccc2)C1 (centres undefined)	-4%	?	/
O=C(N/N=C/c1cccnc1)C1CCCCC1	-4%	10%	11%
N=C1/C(=C\c2ccc(OC(=O)c3ccc(F)cc3)cc2)C(=O)N=C2SC(N3CCOCC3)=NN12	-16%	-20%	56µM*
Clc1ccc(CN2CCc3nc(N4CCN(c5ccccn5)CC4)ncc3C2)cc1	30%	-20%	4%
CN1C(=O)c2oc3ccccc3c(=O)c2C1c1ccncc1 (centres undefined)	0%	?	7%
C/C(=N\N1C(=O)c2ccccc2NC1c1ccco1)c1ccccc1O (centres undefined)	-7%	12µM*	3%
O=C(O)C1C2CCC(O2)C1C(=O)Nc1cccc(F)c1 (centres undefined)	-4%	/	0%
O=C(Cn1ncc2c([nH]c3ccccc32)c1=O)NCCCN1CCN(c2ccc(F)cc2)CC1	-9%	?	5%
C/C(Cn1nc([N+](=O)[O-])cc1C)=N\NC(=O)c1cccc(Br)c1	-13%	-11%	5%
COc1ccc(CCn2c(C)nc3c(c(=O)c4ccccc4n3C)c2=O)cc1	-9%	5.8µM*	5%
Cc1cc(C2C(=O)CC(=O)CC2c2ccccc2)on1 (centres undefined)	-3%	-14%	7%
COc1cc(Cl)c(C)cc1NC(=O)c1cc(CN2CCOCC2)on1	0%	?	3%
O=S(=O)(c1ccccc1)N1CC=C(c2ccccc2)CC1	-11%	-22%	2%
COc1ccc(C(=O)NCc2cc3ccccc3n2C)cc1	-1%	-17%	/
C/C(=N\NC(=O)C1CCCN(S(=O)(=O)c2ccccc2)C1)c1ccccn1 (centres undefined)	-2%	3.3µM*	6%
Cc1cc(Cl)ccc1NS(=O)(=O)c1c(C(=O)N2CCC(C)CC2)c(C)n(C)c1C	2%	16µM*	4%
COc1cccc(/C=C/C(=O)OCC(=O)N2CCCc3ccccc32)c1	-3%	2%	-3%[0.505 µM]
COCCN1Cc2cccc(C(=O)Nc3cccc(-c4nc5ccccc5[nH]4)c3)c2C1=O	-4%	16µM*	/
CCOc1cc(C2C(C(=O)OC)=C(C)NC3=C2C(=O)c2ccccc23)cc(Br)c1OCC (centres undefined)	-12%	5.2µM*	/
Cc1ccc(NC(=O)C2CCCN(C(=O)NCc3ccccc3)C2)c(C)c1 (centres undefined)	-2%	-14%	11%
COc1cc(CN(C2CC2)S(=O)(=O)c2ccccc2Br)cc(OC)c1	-13%	13µM*	-4%[56.1 µM]
O=C(Nc1ccc(-c2nc3ccccc3o2)c(O)c1)c1cc(-n2cnnc2)ccc1Cl	-9%	?	-9%
CNC(=O)NC(=O)CSc1nnc(-c2ccco2)n1-c1ccccc1	-11%	-1%	/
Cc1nc2scc(-c3cccs3)c2c(=O)[nH]1	-4%	3%	5%
CC1=C(C(=O)N2CCOCC2)C(c2ccc(OC(F)F)cc2)NC(=S)N1c1ccccc1 (centres undefined)	-4%	-2%	3%
O=C(c1noc2c1CCc1ccccc1-2)N1CCCc2ccccc21	-2%	?	-1%
CCOc1ccc(NC(=S)Nc2cc(OC)c(Cl)cc2OC)cc1	-7%	?	0%
CCOc1cc(/C=C2/SC(=S)N(C)C2=O)ccc1Oc1ccc([N+](=O)[O-])cc1[N+](=O)[O-]	-4%	/	5%
CN1C2C=C3C(C#N)=C(N)C(C#N)(C#N)[C@H](c4c(F)cccc4F)[C@H]3C1CC2 (some centres undefined)	-1%	10µM*	6%
O=C(CN1CCC(NC(=O)c2ccc(Br)cc2)CC1)NCc1cccs1	-4%	-22%	5%
CCc1noc(C)c1C(=O)OCC(=O)Nc1ccccc1SC	-5%	-20%	3%
O=C(Nc1cc(S(=O)(=O)Nc2ccccc2Cl)ccc1O)c1cc2c(s1)CCCC2	-17%	-25%	-2%
CCN(CC)c1nc(-c2ccc(C(=O)NN)cc2)nc(-c2ccc(C(=O)NN)cc2)n1	5%	-24%	/
CC1=C(C(=O)Nc2ccccn2)C(c2ccccc2)n2ncnc2N1 (centres undefined)	?	9%	4%
COc1ccc(-c2noc(-c3ccc(Br)o3)n2)cc1	-2%	-21%	-1%
COc1cccc(/C=N/n2c(C)nc3ccccc32)c1OC	-11%	?	0%
Cc1ccc(NC2SC(=O)N(Cc3cccc(C(=O)O)c3)C2=O)c(C)c1 (centres undefined)	-2%	12%	/
O=C(Nc1ccc(Cl)cc1)c1ccc2c(c1)N(Cc1ccccc1)CCS2	0%	?	4%
COCCN1CC(C(=O)N2CCC(Oc3ccccc3OC)CC2)CCC1=O (centres undefined)	-1%	-10%	2%
COC/C=C/C1=CC2=CC(=O)C(C)(OC(=O)c3ccco3)C(=O)C2=CO1 (centres undefined)	0%	/	-14%&-11%
CSc1nnc(-c2sccc2OCc2ccccc2)n1C	17%	-11%	2%
O=C(/C=C/c1cccs1)Nc1cccc(NC(=O)/C=C/c2cccs2)n1	-3%	8.2µM*	5%
CC(Sc1c[nH]c2ccccc12)C(=O)O (centres undefined)	-1%	-9%	2%
O=C(CN1C(=O)c2ccc([N+](=O)[O-])cc2C1=O)NC1CCS(=O)(=O)C1 (centres undefined)	-2%	2%	1%
Oc1ccccc1-c1nc(NC2CCCC2)c2ccccc2n1	-2%	-24%	/
CCOC(=O)C(CC)Sc1ncnc2c1c(-c1ccccc1)cn2-c1ccc(OC)cc1 (centres undefined)	-18%	21µM*	-3%
Oc1ccc2ccccc2c1CNc1ccccn1	-5%	0%	/
COC(=O)c1ccc(CON2C(=O)c3ccccc3C2=O)cc1	-8%	0%	4%
O=C(CN1C(=O)COc2ccccc21)N1CCCc2ccccc21	-17%	-3%	2%
CC(C)(C)NC(=O)Cn1c(=O)oc2ccc(Cl)cc21	1%	7%	5%
NC(=O)NC(=O)CSc1nc2cc([N+](=O)[O-])ccc2n1-c1cccc(C(F)(F)F)c1	5%	?	/
CCCC1Cc2c(sc3nc(SC)nc(N)c23)CO1 (centres undefined)	1%	-10%	0%
COc1ccc(-c2nn(C)c(=O)[nH]2)cc1	7%	-7%	6%
Cc1ccc(-c2nc(-c3ccccn3)no2)cc1[N+](=O)[O-]	-6%	23µM*	/
CCN1CCN(c2oc(/C=C/c3ccccc3OC)nc2C#N)CC1	-6%	?	0%
COc1ccc(NC(=O)NC2CCCCCCC2)cc1OC	-22%	-1%	6%[56.1 µM]
CCC(=O)Nc1ccc(S(=O)(=O)Nc2c(C)nc3nc[nH]n3c2=O)cc1	3%	5%	8%
O=C(c1cc(-c2ccccc2)nc2ccccc12)N1N=C(C(F)F)CC1(O)C(F)F (centres undefined)	-2%	-10%	5%
CCS(=O)(=O)N1CCc2cc(C(=O)Nc3cc(C(F)(F)F)ccc3Cl)ccc21	-3%	?	0%
CCCc1nc2c(nnn2Cc2ccccc2)c(=O)[nH]1	-1%	-7%	1%
Additional structures follow:
SMILES	GCN5L2 inh	DT40 TDP1 no CPT	TDP1 inh
C#CCn1cc(/C=N/NC(=O)c2cc3ccccc3o2)c2ccccc21	-15%	?	3%
O=C(COc1ccc(F)cc1)Nc1nnc(C2CC2)s1	-7%	-19%	/
O=C(Cn1nnc(-c2cccc(C(F)(F)F)c2)n1)NC(=O)NCc1ccco1	-6%	-8%	5%
Cc1ccc(-c2cc(C(=O)NCc3ccco3)c3ccccc3n2)s1	?	?	2%
Cc1noc(/C=C/c2cccs2)c1S(=O)(=O)N1CCC(C(=O)NCc2ccccc2Cl)CC1	-1%	-28%	0%
Cc1cccc(-n2nc3c(c2NC(=O)c2ccc(Br)o2)CSC3)c1C	-1%	-18%	3%
CCCn1c(=N)c(C(=O)NCC2CCCO2)cc2c(=O)n3cc(C)ccc3nc21 (centres undefined)	40%[activator]	-18%	/

Assay outcomes from PubChem.
